# Bioassay records (PubChem)
# LEDGF integ inh = blocks HIV-1 LEDGF/p75-dependent DNA integration | inhibition, % at 3.7 µM | TR-FRET IN-LEDGF/p75 DNA integration, Eu/Cy5 | actives 0.64% (n = 370,000);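 active = inhibition above the screen-wide mean plus 3 SD, cut at about 13% in these data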;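 note: signal is the Cy5 over europium emission ratio at 671 and 618 nm; 0% = plate median of compound wells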
# ADAM17 inh = ADAM17 inhibition, QFRET primary screen. inhibition, % at 6.95 µM. recombinant ADAM17, EDANS/DABCYL FRET peptide cleavage. actives 0.83% (n = 370,000). AID 720648. P78536;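 active = inhibition above the mean of compounds lying between control limits plus 3 SD, set per campaign, cut at about 8.5% in these data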;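 note: 0% = DMSO-only wells as the low control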
# Tn6 DDE FP = inhibitors of Tn6 peptide binding to human fibrin DD(E); P02675; Fibrin DD(E) TRITC-Tn6 fluorescence polarization displacement; inhibition, % at 8.3 µM; actives 0.21% (n = 370,000);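 active = inhibition above a per-campaign cutoff: mean of compounds within control limits plus 3 SD, cut at about 15% in these data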;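 note: 0% = median of all compound wells on the plate and 100% = blocking peptide control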
# Target sequence (P02675 whole entry, looked up): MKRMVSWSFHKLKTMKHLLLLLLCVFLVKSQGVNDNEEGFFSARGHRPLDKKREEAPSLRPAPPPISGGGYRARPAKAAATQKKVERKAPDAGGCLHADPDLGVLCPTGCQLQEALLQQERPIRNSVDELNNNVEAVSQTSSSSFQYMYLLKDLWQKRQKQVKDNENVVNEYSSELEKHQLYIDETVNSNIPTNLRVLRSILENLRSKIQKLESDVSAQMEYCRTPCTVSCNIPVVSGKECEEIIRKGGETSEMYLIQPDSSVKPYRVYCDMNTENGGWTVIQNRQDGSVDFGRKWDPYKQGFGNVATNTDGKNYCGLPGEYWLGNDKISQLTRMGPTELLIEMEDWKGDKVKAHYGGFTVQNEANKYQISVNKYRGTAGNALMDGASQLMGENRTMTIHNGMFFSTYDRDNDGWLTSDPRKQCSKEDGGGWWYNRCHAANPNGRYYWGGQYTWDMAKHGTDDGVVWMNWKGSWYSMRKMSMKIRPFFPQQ
# ARFGAP1 inh = rat ARFGAP1 inhibition. inhibition, % at 16.5 µM. AID 651572. Arfgap1-stimulated ARF1 GTP hydrolysis, GDP FP detection. actives 0.26% (n = 360,000). Q62848;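 active = inhibition above a per-plate limit, mean inhibition of low control wells plus 3 SD, cut at about 25% in these data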;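 note: 0% = DMSO wells with enzyme and 100% = wells lacking Arfgap1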
#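 System: truncated rat Arfgap1 GAP domain / Benchmarks: high control wells lacking Arfgap1, low control full reaction with DMSO / Times: compound-enzyme preincubation 20 min, reaction 120 min, detection 60 min, 25 °C / Repeats: one replicate per compound / Also added: human ARF1(Δ1-17)-GTP substrate / Measured by: Tracer-displacement fluorescence polarization with EDTA stop, 620/688 nm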
# ASAP1 inh = ASAP1 ArfGAP inhibition | Q9ULH1 | ASAP1-stimulated ARF1 GTP hydrolysis, GDP FP detection | inhibition, % at 16.5 µM | actives 0.19% (n = 360,000); in the data active = inhibition above about 25%;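 note: 0% = vehicle with enzyme and substrate and 100% = no enzyme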
# ADAM10 inh = ADAM10 inhibition, QFRET primary screen; inhibition, % at 7 µM; O14672; actives 0.62% (n = 370,000); recombinant ADAM10, EDANS/DABCYL FRET peptide cleavage, 3 h;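 active = inhibition above a per-campaign cutoff equal to the mean of compounds falling between control-based bounds plus 3 SD, cut at about 20% in these data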;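 note: 0% = DMSO wells while the 100% control is not disclosed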
# KLK7 zymogen act = proKLK7 (human) activation, primary screen; AID 652039; activation, % at 7 µM; P49862; purified proKLK7, EDANS-DABCYL substrate fluorescence; 100% is mature enzyme control, 0% vehicle; actives 0.9% (n = 370,000);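 active = activation above the mean of all tested compounds plus 3 SD, computed per campaign excluding outliers beyond control limits, cut at about 13% in these data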
# Target sequence (P49862 whole entry, looked up): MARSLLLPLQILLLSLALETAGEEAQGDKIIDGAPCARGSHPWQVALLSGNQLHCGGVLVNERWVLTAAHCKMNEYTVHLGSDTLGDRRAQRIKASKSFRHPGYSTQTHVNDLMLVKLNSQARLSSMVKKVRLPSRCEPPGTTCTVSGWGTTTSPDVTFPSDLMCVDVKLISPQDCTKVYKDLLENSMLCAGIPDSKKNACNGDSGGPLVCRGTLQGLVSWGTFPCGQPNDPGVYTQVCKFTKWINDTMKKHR
# PLCg1 inh = blocks human PLC-gamma1 enzyme activity; AID 720700; actives 0.84% (n = 370,000); purified PLC-gamma1, fluorogenic substrate, fluorescence; inhibition, % at 12.2 µM; P19174; in the data active = inhibition above about 9.5%
# DDE Tn7 FP inh = inhibitors of Tn7 peptide binding to human fibrin DD(E). P02675. FP displacement of FITC-Tn7 peptide from fibrin DD(E); 0% = median of compound wells per plate. inhibition, % at 8.3 µM. actives 0.13% (n = 370,000). AID 720508;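 active = inhibition above the mean of compounds falling within the control limits plus 3 SD of them, cut at about 14% in these data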;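 note: 0% = plate median of compound wells and 100% = 10 µM Aha-Tn7 peptide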
#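 Assay system: Human clot-derived fibrin DD(E) complex | Buffer or medium: Tris/NaCl/CaCl2 buffer, pH 7.8 | Repeats: One replicate per compound | Benchmarks: Aha-Tn7 high control | Measure: % inhibition scaled between sample-field median and high-control FP | Schedule: 10 min plus 3 h, room temperature | Signal: Fluorescence polarization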
# TDP2 inh = TDP2 (human) inhibition, absorbance primary screen; O95551; actives 0.34% (n = 370,000); recombinant TDP2, T5PNP hydrolysis, p-nitrophenol absorbance 415 nm; inhibition, % at 12.8 µM;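 active = inhibition above the mean of all tested compounds plus 3 SD, set per campaign, cut at about 25% in these data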;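 note: 0% = DMSO with enzyme and 100% = buffer with substrate but no TDP2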
# Target sequence (O95551 whole entry, looked up): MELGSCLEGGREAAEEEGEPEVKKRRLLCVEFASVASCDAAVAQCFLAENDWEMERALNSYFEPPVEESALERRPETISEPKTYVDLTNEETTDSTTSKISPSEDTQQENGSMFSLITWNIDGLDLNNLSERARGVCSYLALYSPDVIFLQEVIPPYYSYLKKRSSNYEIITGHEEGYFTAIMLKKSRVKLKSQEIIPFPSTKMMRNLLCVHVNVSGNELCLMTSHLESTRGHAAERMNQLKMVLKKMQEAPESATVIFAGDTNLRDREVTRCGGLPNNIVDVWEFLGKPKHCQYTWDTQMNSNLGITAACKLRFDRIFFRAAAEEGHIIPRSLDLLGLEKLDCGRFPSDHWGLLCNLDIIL
#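 Test system: Human TDP2 enzyme | Reagent: 5 mM T5PNP | Compound dosing: 12.8 µM single point, 1% DMSO | Incubation: Enzyme reaction with compound for 2 h at 37 °C | Technique: p-Nitrophenol epi absorbance | Read-out: % inhibition relative to enzyme-containing and enzyme-free wells | Benchmarks: High control without enzyme, low control DMSO plus TDP2 | Replicates: Singlicate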
# An asterisk follows results filed as active; i = inactive; x = no result given.
cpd	KLK7 zymogen act	PLCg1 inh	TDP2 inh	Tn6 DDE FP	DDE Tn7 FP inh	LEDGF integ inh	ADAM10 inh	ADAM17 inh	ASAP1 inh	ARFGAP1 inh	structure
1	0.3	2	10	-4	-3	2	-5	-5	-17	-7	COc1ccc([C@H]2/C=C\CN(C(=O)[C@H](Cc3ccccc3)NC(=O)OCC3c4ccccc4-c4ccccc43)CC(=O)N2Cc2ccc(F)cc2)cc1
2	0.0	1	13	0	6	-1	0	-4	10	-4	CN(CC(=O)Nc1ccccc1Br)CC(=O)Nc1ccccc1C(F)(F)F
3	0.7	3	-10	-2	5	-1	7	7	12	-3	COc1ccc(C2CC(=O)C3=C(C2)Nc2ccccc2NC3c2coc3ccccc3c2=O)cc1OC (stereo not drawn)
4	-0.3	-4	-3	-6	2	-2	-20	2	x	x	CCCCCOC(=O)Nc1nc(=O)n([C@@H]2O[C@H](C)[C@@H](O)[C@H]2O)cc1F
5	-0.2	2	6	1	2	-2	0	-1	7	17	O=C1OC/C(=C(/O)c2ccc(Cl)cc2)C1=O
6	-0.6	-3	5	-1	5	-2	-18	-6	-14	-6	CCc1ccc2[nH]c(=O)c(C(c3nnnn3CCOC)N3CCN(c4ccc(F)cc4)CC3)cc2c1 (stereo not drawn)
7	0.1	0	-6	15	-2	1	1	1	-5	-8	CCC(C)(C)n1nnnc1CN1CCN(c2ccc(OC)cc2)CC1
8	0.1	-2	-4	-6	-1	-6	-12	-7	3	2	CN1CCN(CCc2nc3cc(NC(=O)COc4ccc(Cl)cc4)ccc3n2C)CC1
9	-0.2	3	-16	7	-2	1	15	2	9	4	CCc1ccc(NC(=O)Cn2nnc(C(=O)NCCc3ccc(OC)c(OC)c3)c2N)cc1
10	0.5	2	2	3	-10	0	0	1	0	-2	COc1ccc(NC(=O)CSc2nnc(-c3cccs3)n2-c2ccccc2)cc1
11	0.2	2	-7	-5	5	1	-13	-4	-7	0	O=C(NCC1CCCO1)C(=O)N/N=C/c1ccc(OCc2ccccc2Cl)cc1 (stereo not drawn)
12	0.0	-1	3	11	6	0	3	-1	-3	-32	Cc1cc[n+](-c2ccccc2)c2ccccc12
13	-0.5	7	-7	2	2	8	5	0	1	4	O=C(O)C1C2C=CC(C2)C1C(=O)Nc1cccc(C(F)(F)F)c1 (stereo not drawn)
14	0.0	2	8	-1	0	2	2	-1	-6	8	CCN1CCN(C(=O)CCN2C(=O)COc3ccc(C)cc32)CC1
15	0.1	-3	-6	1	4	-2	2	0	-7	4	O=C(Nc1ccc(Cl)c(C(F)(F)F)c1)c1ccco1
16	0.8	-3	13	9	-1	5	-69	-13	1	-4	Cc1cc(=O)oc2cc(OCC(=O)Nc3ccc(CN4CCOCC4)cc3)ccc12
17	4.3	-287	9	8	2	0	i	-131	-2	11	Cc1cc(C)n2nc3nc4c(cc3c2n1)CCCC4
18	-4.6	-35	3	3	-4	-7	-85	-27	-6	-11	Cc1ccc2c(CC(=O)NNC(=O)c3ccccc3O)coc2c1
19	-0.2	2	-1	-3	0	1	-2	-2	11	0	CC(C)(C)[C@@H]1COC(=O)[C@@H](NC(=O)OCC2c3ccccc3-c3ccccc32)C/C=C\C[C@@H](CC(=O)NCCO)C(=O)N1
20	0.2	4	-19	-4	-1	-1	6	-3	-1	3	C=C1CCC[C@]2(C)C[C@H]3OC(=O)C(CN(Cc4ccc(OC)c(OC)c4)CC(C)O)[C@H]3CC12 (stereo partly drawn)
21	0.6	1	-2	2	5	-2	4	5	-2	0	O=C(Cc1cccs1)Nc1nnc(SCc2ccc(F)cc2)s1
22	0.1	0	9	-5	-4	1	1	-2	6	-5	Cc1ccc(NC(=O)Cn2nnc3ccccc3c2=O)cc1C
23	0.9	9	-17	-9	-10	6	53*	26*	0	10	O=S(=O)(NCC(Nc1ccc(Cl)cc1)c1ccccc1)c1ccccc1 (stereo not drawn)
24	-0.8	2	-16	0	0	3	-12	6	6	4	COc1ccc(NS(=O)(=O)c2cccc(C(=O)N3CCN(C/C=C/c4ccccc4)CC3)c2)cc1
25	-11	-135	0	-9	0	-5	-68	-17	0	10	COc1ccc(-c2cc(C(F)(F)F)n3ncc(C(=O)N4CCCCC4c4cccnc4)c3n2)cc1 (stereo not drawn)
26	0.6	0	-1	11	-1	1	12	-3	6	8	Cc1cc(C(=O)OCC(=O)N2CC(C)CC(C)C2)c(C)o1 (stereo not drawn)
27	-0.2	4	-1	3	-8	2	-1	2	0	-4	COc1ccc(S(=O)(=O)N2CCN(C)CC2)cn1
28	1.1	-51	2	-1	1	0	-20	-12	2	1	CC(C)(O)[C@H](O)COc1c2ccoc2cc2oc(=O)ccc12
29	0.1	-1	1	-4	-3	-2	-4	-6	2	6	CC(c1ccccc1)n1c(Br)nc2c1c(=O)[nH]c(=O)n2C (stereo not drawn)
30	-0.2	7	0	-2	-2	1	-5	4	13	11	C[C@H](CO)N1C[C@H](C)[C@@H](CN(C)C(=O)c2cccc(F)c2)Oc2cc(-c3cncnc3)ccc2S1(=O)=O
31	0.8	5	-3	6	-3	-6	2	1	3	17	CCCc1nc2ccccc2c(=O)n1/N=C/c1ccc(O)c(O)c1
32	-0.3	1	7	3	-5	-3	-1	-3	5	-3	Cc1cc(C(=O)Nc2cccc3c2O[C@@H](CN(C)S(C)(=O)=O)[C@H](C)CN([C@@H](C)CO)C3=O)n(C)n1
33	0.1	1	13	-2	-13	0	-5	-2	-12	6	Cc1nonc1NC(=O)N1CCCC1
34	-0.6	-2	-5	4	9	-1	-6	1	-2	-2	Cc1noc(C)c1S(=O)(=O)N(CC(=O)NC1CCCC1)c1ccc(C(C)C)cc1
35	1.1	-82	3	10	4	1	-187	-57	-6	8	COc1ccc(/C(C)=N\Nc2nc(-c3ccccc3)cc(=O)[nH]2)cc1
36	0.5	0	-2	2	-1	1	4	-1	-7	15	COC1CCN(Cc2cn(Cc3ccccc3)nc2-c2cc3ccccc3o2)CC1
37	-0.3	0	-3	4	6	0	-10	-4	0	7	CCN(C(=O)c1sc(N)c(C#N)c1C)C1CCCCC1
38	-0.1	-1	-6	7	4	-1	0	-4	3	1	CCOC(=O)c1ccc(NC(=S)NNC(C)(C)C)cc1
39	0.3	-6	-10	4	-4	-3	-22	-6	1	11	COc1cccc(OC)c1-c1nn2c(-c3ccccc3Cl)nnc2s1
40	0.4	4	-6	5	-2	3	4	-1	8	4	COc1ccc(NC(=O)C2C3C=CC(C3)C2C(=O)NCc2ccco2)c(OC)c1 (stereo not drawn)
41	-0.8	-23	5	4	-1	1	-197	-67	5	5	Cc1cccc(N(CC(=O)Nc2ccc(-c3nc4ccc(C)cc4s3)cc2)S(C)(=O)=O)c1
42	0.0	-1	7	0	-4	-1	0	-2	-2	-9	CC1CN(C(=O)c2cccc(NS(=O)(=O)c3ccc(Br)cc3)c2)CC(C)O1 (stereo not drawn)
43	-0.3	3	-14	2	1	-1	10	3	2	6	COc1ccc([C@]2(C(C)C)ON(c3ccccc3C(F)(F)F)C2=O)cc1
44	1.4	-17	-6	-9	-4	-2	-4	-6	6	0	COc1ccc(-n2nc(C(=O)NCC(=O)N3CCN(Cc4ccccc4)CC3)c3ccccc3c2=O)cc1OC
45	-0.4	-3	-7	-11	5	4	-10	3	-7	-5	O=C(c1ccc(Br)o1)N1CC=C(c2ccccc2)CC1
46	1.2	2	-3	-13	5	0	7	0	15	0	CCOC(=O)COc1ccc(S(=O)(=O)N2CCN(c3ccccc3F)CC2)cc1
47	0.2	0	-3	-3	2	-2	4	-7	-11	-13	COc1ccccc1Nc1ccc2nonc2c1[N+](=O)[O-]
48	-0.3	0	1	-6	0	1	-3	-2	7	-13	CCN1C[C@@H]2[C@@H]3C(=O)N(C)C(=O)[C@@H]3[C@](Cc3ccccc3)(C1=O)N2C(=O)c1ccc(F)cc1
49	0.7	2	-6	-9	5	-8	1	-2	-1	1	NS(=O)(=O)c1ccc(N=Nc2c(=O)[nH]n3c(=O)c4c([nH]c23)CCCC4)cc1
50	1.1	-2	5	-6	-7	1	4	0	1	13	Cc1nc(-c2ccc(NC(=O)c3cccs3)cc2)cs1
51	0.5	-16	4	0	12	-5	-44	-11	12	9	CN(C)c1ccc(C=c2c3ccccc3n3c2c2c([n+]3C)CCCC2)cc1
52	-0.2	1	3	4	0	0	-4	-4	-2	0	COc1cccc(NC(=O)CN(C)C(=O)c2cc(C)oc2C)c1
53	0.9	5	-12	2	1	0	2	1	-9	-3	CC(=O)c1c(C)[nH]c(C(=O)COc2ccc(C#N)cc2)c1C
54	-0.4	4	-9	-4	-4	3	-18	0	-2	1	C=CCN(C(=O)c1csnn1)C(C(=O)NCc1ccccc1)c1ccccc1F (stereo not drawn)
55	-0.4	1	-11	3	8	-2	6	-3	9	5	CC(NC(=O)C1CCC(CNC(=O)[C@@H]2Cc3ccccc3CN2)CC1)c1ccccc1 (stereo partly drawn)
56	0.1	-2	-7	-3	0	0	10	7	0	-5	Cc1noc(N)c1C(=O)Nc1ccc(C(C)(C)C)cc1
57	0.4	2	0	5	-2	0	8	1	9	-1	CCC(=O)NC(=S)Nc1cccc(-c2nc3ncccc3o2)c1
58	0.3	0	-2	-3	1	-2	0	1	3	1	CCc1ccc(OCC(O)CN2CCN(c3ccc(OC)cc3)CC2)cc1 (stereo not drawn)
59	-0.8	0	7	7	0	0	-20	-4	8	8	C[C@@H]1CN([C@H](C)CO)C(=O)CCCn2cc(nn2)CO[C@H]1CN(C)C(=O)Nc1cccc(F)c1
60	0.0	4	-15	-2	-2	4	25*	11*	-2	-14	O=C(/C=C/c1ccc(Cl)cc1Cl)NCCSc1ccccc1
61	0.3	0	8	1	0	-1	7	-1	-11	-1	CCN(CC(=O)NCc1ccccc1Cl)CC(=O)Nc1c(F)cccc1F

# For reference, part of the list above:
cpd	KLK7 zymogen act	PLCg1 inh	TDP2 inh	Tn6 DDE FP	DDE Tn7 FP inh	LEDGF integ inh	ADAM10 inh	ADAM17 inh	ASAP1 inh	ARFGAP1 inh	structure
1	0.3	2	10	-4	-3	2	-5	-5	-17	-7	COc1ccc([C@H]2/C=C\CN(C(=O)[C@H](Cc3ccccc3)NC(=O)OCC3c4ccccc4-c4ccccc43)CC(=O)N2Cc2ccc(F)cc2)cc1
2	0.0	1	13	0	6	-1	0	-4	10	-4	CN(CC(=O)Nc1ccccc1Br)CC(=O)Nc1ccccc1C(F)(F)F
3	0.7	3	-10	-2	5	-1	7	7	12	-3	COc1ccc(C2CC(=O)C3=C(C2)Nc2ccccc2NC3c2coc3ccccc3c2=O)cc1OC (stereo not drawn)
4	-0.3	-4	-3	-6	2	-2	-20	2	x	x	CCCCCOC(=O)Nc1nc(=O)n([C@@H]2O[C@H](C)[C@@H](O)[C@H]2O)cc1F
